CCR6 antagonist: antagonists of human CCR6 receptor. P51684. CHO-K1 CCR6 PathHunter beta-arrestin, luminescence, CCL20-stimulated. inhibition, % at 20 µM. 340,000 compounds, 0.49% hits. AID 493098;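 active = compounds whose inhibition of the agonist-driven luminescence signal at 20 µM reaches about 50%, limit read from the data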;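 note: cells stimulated with CCL20 at 14 nM final; plate controls were DMSO with CCL20 for no effect and DMSO without agonist for full effect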
Target sequence (P51684 whole entry, looked up): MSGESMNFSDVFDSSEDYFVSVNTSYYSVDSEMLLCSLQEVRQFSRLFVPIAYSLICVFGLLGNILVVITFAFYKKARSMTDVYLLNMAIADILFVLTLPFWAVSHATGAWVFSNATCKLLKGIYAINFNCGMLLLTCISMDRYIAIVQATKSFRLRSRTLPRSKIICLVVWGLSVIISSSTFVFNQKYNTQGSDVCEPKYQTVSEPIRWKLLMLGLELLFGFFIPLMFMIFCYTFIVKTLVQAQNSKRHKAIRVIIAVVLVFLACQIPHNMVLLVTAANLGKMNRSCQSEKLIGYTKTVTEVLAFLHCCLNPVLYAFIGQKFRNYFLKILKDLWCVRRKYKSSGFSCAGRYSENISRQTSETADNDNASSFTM
CXCR6 block: blocks human CXCR6 beta-arrestin recruitment. O00574. CHO-K1 PathHunter CXCR6 beta-arrestin, luminescence. inhibition, % at 20 µM. 360,000 compounds, 0.36% hits. AID 602244; in the data active = inhibition above about 34%, passing the limit was not always enough;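 note: antagonist mode with CXCL16 agonist at 10 nM final; 0% = 10 nM CXCL16 with DMSO and 100% = unstimulated wells without agonist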
Target sequence (O00574 whole entry, looked up): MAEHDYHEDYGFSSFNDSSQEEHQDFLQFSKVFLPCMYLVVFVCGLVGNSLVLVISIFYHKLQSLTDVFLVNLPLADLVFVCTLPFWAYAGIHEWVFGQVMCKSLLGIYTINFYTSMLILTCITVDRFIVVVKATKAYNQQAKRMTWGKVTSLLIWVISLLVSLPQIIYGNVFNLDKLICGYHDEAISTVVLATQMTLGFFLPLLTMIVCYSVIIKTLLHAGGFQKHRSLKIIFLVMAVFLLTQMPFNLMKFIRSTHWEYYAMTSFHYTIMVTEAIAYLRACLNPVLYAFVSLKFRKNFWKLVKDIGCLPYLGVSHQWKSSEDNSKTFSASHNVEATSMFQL
697 NFkB inh: lowers PMA/ionomycin-induced NF-kB signal in 697 B cells | 330,000 compounds, 0.33% hits | inhibition, % at 4 µM | AID 435022 | 697 B-cell NF-kB luciferase reporter, 16 h; in the data active = inhibition above about 35%
Jurkat NFkB inh: inhibitors of the PMA/ionomycin-induced NF-kB reporter in Jurkat cells. PMA/ionomycin-induced NF-kB luciferase reporter, luminescence. inhibition, % at 4 µM. 330,000 compounds, 0.53% hits. AID 435003; in the data active = inhibition above about 50%
XBP1 UPR activ: adaptive UPR (XBP1) activation; CHO-XBP1 luciferase reporter, IRE1-XBP1 UPR activation, luminescence; percent of tunicamycin response, DMSO as zero; 330,000 compounds, 0.33% hits; activation, % at 20 µM; AID 463104;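 active = versus positive control, 20 µM dose yields 30% or more activation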;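 note: 100% = tunicamycin at 10 µg/mL and 0% = DMSO only wells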
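Material: CHO cell line with stable XBP1 luciferase reporter; schedule: 16-18 h cell attachment at 37 °C, then 6 h compound exposure; signal: glow luminescence from Steady-Glo reagent; medium: serum-containing F12 medium, 10% FBS; benchmarks: tunicamycin 10 µg/mL and vehicle-only wells; read-out: percent activation relative to tunicamycin reference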
CHOP UPR activ: activators of apoptotic arm of unfolded protein response (CHOP). activation, % at 10 µM. 330,000 compounds, 0.34% hits. CHO-CHOP luciferase reporter, UPR activation, luminescence; percent of tunicamycin response over DMSO baseline;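 active = at 10 µM dose, activation of 40% or more, normalized to positive control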;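 note: 100% = tunicamycin at 10 µg/mL and 0% = DMSO alone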
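System: CHO-CHOP luciferase reporter cell line; amount: 500 cells/well; buffer or medium: F12 medium containing 10% fetal bovine serum; incubation: 6 h compound exposure at 37 °C after overnight seeding; measured by: luciferase luminescence after 10 min with Steady-Glo reagent; evaluation: % reporter activation, DMSO baseline versus tunicamycin full activation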
Mdm2-MdmX inh: inhibitors of human Mdm2/MdmX interaction. O15151+Q00987. SaOS-2 split-luciferase Mdm2/MdmX complementation, luminescence. inhibition, % at 8 µM. 330,000 compounds, 3% hits;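 active = inhibition of at least 50% at 8 µM in the primary screen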
Gli-Sufu antag: antagonists of Gli-Sufu signaling; inhibition, % at 5 µM; AID 588413; Sufu-KO-LIGHT fibroblasts, Gli luciferase reporter luminescence; 340,000 compounds, 0.74% hits;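 active = inhibition above about 55%, limit read from the data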;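 note: 0% = DMSO-treated cells and 100% = wells with medium but no cells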
EBI2 antag: EBI2 (human) antagonism; 360,000 compounds, 0.81% hits; EBI2 beta-arrestin recruitment, luminescence, 7a,25-OHC stimulated; inhibition, % at 5 µM; in the data active = inhibition above about 38%;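 note: enzyme fragment complementation signal reports receptor beta-arrestin coupling in cells; 0% = agonist plus DMSO wells and 100% = wells without agonist; some results beyond the cut were filed as inactive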
Target sequence (P32249 whole entry, looked up, the tested form may be a part): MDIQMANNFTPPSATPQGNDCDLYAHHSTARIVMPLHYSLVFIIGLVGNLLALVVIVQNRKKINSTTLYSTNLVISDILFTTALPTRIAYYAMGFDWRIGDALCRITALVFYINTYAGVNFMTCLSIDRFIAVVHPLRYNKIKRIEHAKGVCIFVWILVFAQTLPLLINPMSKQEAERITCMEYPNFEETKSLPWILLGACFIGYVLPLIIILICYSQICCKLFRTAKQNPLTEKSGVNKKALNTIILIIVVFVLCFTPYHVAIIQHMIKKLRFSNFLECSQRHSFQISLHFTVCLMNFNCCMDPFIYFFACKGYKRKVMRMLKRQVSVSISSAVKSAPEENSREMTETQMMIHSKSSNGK
Active calls of the source: *; x = no result given.

SMILES	CCR6 antagonist	CXCR6 block	697 NFkB inh	Jurkat NFkB inh	XBP1 UPR activ	CHOP UPR activ	Mdm2-MdmX inh	Gli-Sufu antag	EBI2 antag
COCCN(C(=O)CNC(=O)c1cccs1)C(C(=O)NC1CCCC1)c1cccs1 (stereo not drawn)	8	4	12	5	0	-1.1	21	2	-2
COc1ccc(Cn2nnnc2C(c2cc3cc(C)ccc3[nH]c2=O)N2CCOCC2)cc1 (stereo not drawn)	-3	-2	12	-9	2	-0.1	-20	2	0
N#Cc1c(-c2ccccc2)cc(C2CC2)nc1N	26	-8	-24	-21	3	-0.1	6	50	0
CCOC(=O)c1ccc(NC(=O)COc2ccc(S(=O)(=O)NC(C)C)cc2)cc1	10	-10	19	8	0	-0.2	4	-2	2
O=C(NCc1ccccc1F)C1CCCN1C(=O)Nc1ccc(F)cc1 (stereo not drawn)	6	3	14	3	-6	-3.2	13	5	-8
COc1ccc2cc(C(=O)NCc3ccccc3)c(=Nc3ccc(C(=O)O)cc3)oc2c1	3	8	20	-14	6	-1.8	9	9	19
CCC(Cc1ccccc1)NS(=O)(=O)c1c(C)nc2sccn2c1=O (stereo not drawn)	-5	0	-9	-1	2	2.0	-2	2	10
COc1ccc(-c2cc(N3C(=O)Nc4ccccc4N3O)n[nH]2)cc1OC	-3	-2	4	-11	-2	-0.2	-1	2	0
COc1ccccc1NC(=O)CSc1nc2ccccc2cc1Cc1ccccc1	20	6	-3	16	1	-1.7	8	6	28
CN(C)Cc1c(C(C)(C)O)[nH]c2ccc(C(F)(F)F)cc12	10	6	13	19	0	6.2	16	4	-10
Cc1ccc(C(=O)Nc2cccc(C(=O)O)c2)cc1S(=O)(=O)N1CCOCC1	2	-1	-15	7	-2	-2.0	27	-9	-4
COc1cccc(/C=C2\SC(=O)N(CC(=O)NC3CCS(=O)(=O)C3)C2=O)c1 (stereo not drawn)	7	-8	6	9	-1	-1.2	22	-2	-4

Continued; it opens with the 3 that closed the last part.
SMILES	CCR6 antagonist	CXCR6 block	697 NFkB inh	Jurkat NFkB inh	XBP1 UPR activ	CHOP UPR activ	Mdm2-MdmX inh	Gli-Sufu antag	EBI2 antag
CN(C)Cc1c(C(C)(C)O)[nH]c2ccc(C(F)(F)F)cc12	10	6	13	19	0	6.2	16	4	-10
Cc1ccc(C(=O)Nc2cccc(C(=O)O)c2)cc1S(=O)(=O)N1CCOCC1	2	-1	-15	7	-2	-2.0	27	-9	-4
COc1cccc(/C=C2\SC(=O)N(CC(=O)NC3CCS(=O)(=O)C3)C2=O)c1 (stereo not drawn)	7	-8	6	9	-1	-1.2	22	-2	-4
N#CC1=C(N)NC(SCC(=O)c2ccccc2)=C(C#N)C12CCCC2	5	-4	4	9	1	-0.2	14	5	4
CC1CCCCC1NCc1cccc([N+](=O)[O-])c1 (stereo not drawn)	4	4	-3	4	1	3.6	-23	0	-9
O=C(Nc1ccccc1NC(=O)c1csnn1)c1csnn1	13	0	0	13	-2	0.8	5	-3	1
CCOc1ncccc1C(=O)OCC(=O)Nc1ccc2c(c1)CCC2	11	-2	-8	8	1	-0.5	8	-1	-5
CC(C)CC(NC(=O)c1ccc(Cl)cc1)C(=O)OCC(=O)c1ccc2c(c1)NC(=O)CO2 (stereo not drawn)	25	-8	6	-4	49*	37	95*	1	0
CC(=O)c1ccc(O)c(CC=C(C)C)c1O	3	2	1	-8	1	-1.1	25	-6	-6
CSc1ccccc1OCc1cc(C(=O)NCc2csc(C(C)C)n2)no1	21	2	-12	10	-3	1.4	3	-5	2
Cc1ccc(Cl)cc1N1CCN(C(=O)C2CCN(S(C)(=O)=O)CC2)CC1	7	-9	-33	-8	-3	1.0	-24	12	-3
CC(C)(C)C(=O)Nc1nc(C2CCCN2S(=O)(=O)c2ccc(Cl)cc2)cs1 (stereo not drawn)	14	5	11	-3	-2	-2.6	13	3	-12
Cc1ccccc1C(=O)NNC(=O)CSc1nc2ccccc2c(=O)[nH]1	-4	2	14	-3	1	0.7	5	8	4
CCOC(=O)C1(CCOc2ccccc2)CCN(Cc2ccc(O)c(OCC)c2)CC1	17	12	-10	6	0	5.7	2	47	5
CCOC(=O)c1cccnc1SC(CC)C(=O)NCc1ccco1 (stereo not drawn)	10	-4	-14	-5	1	0.9	-14	4	-4
COc1ccc(NC(=O)Cn2c3ccc(OC)cc3c3nc4n(c(=O)c32)CCS4)cc1	5	-7	-5	-7	5	4.9	47	-12	-5
CCC(=O)OCc1cc2cccc(C)c2[nH]c1=O	-8	-3	2	-16	-2	-1.5	1	4	-10
CC(C)Oc1cccc(C(=O)C2CCCN(C(=O)CCn3cnnn3)C2)c1 (stereo not drawn)	8	1	-3	-8	-1	1.9	-6	-23	-1
O=C(Nc1ccccc1C(F)(F)F)c1ccc(F)c(S(=O)(=O)N2CCOCC2)c1	0	2	-4	-10	-4	0.1	8	2	-9
CC(C)COC(=O)N1CCCC1C(=O)Nc1nccs1 (stereo not drawn)	9	-3	1	-6	2	-2.0	-5	-2	4
CCS(=O)(=O)N1CCC(NC(=O)C(Cc2ccc(OC)c(OC)c2)NC(C)=O)CC1 (stereo not drawn)	-5	-16	-9	-21	4	-0.3	8	4	-1
Nc1ccccc1C#Cc1ccccc1	4	-3	-255	55*	6	3.0	-12	-36	-5
COC(=O)c1ccc(NC(=O)CCS(=O)(=O)c2ccc3c(c2)NC(=O)C(C)S3)cc1 (stereo not drawn)	-7	-4	24	3	-2	1.5	0	-4	-10
Cc1cc(C)cc(NC(=O)CN2C(=O)NC(Cc3c[nH]c4ccccc34)C2=O)c1 (stereo not drawn)	5	-10	-2	20	-3	0.5	-2	-5	-16
[O-][n+]1c2c(nn1-c1ccc(Cl)c(Cl)c1)-c1nonc1CC2	4	11	9	11	0	-1.0	0	-1	2
O=C(Nc1ccc(CN2CCOCC2)cc1)c1ccc(N2CCCC2)c([N+](=O)[O-])c1	3	-2	-33	-15	0	-0.3	16	14	-7
CCN(C(=O)Cn1c(=O)oc2ccccc21)c1cccc(C(F)(F)F)c1	0	-5	27	3	-3	-2.4	5	3	-2
CCN(CCO)Cc1cc(=O)oc2cc3c(cc12)CCC3	2	2	8	-3	2	0.0	17	-4	8
CCCn1ncc(CN2CCC(CO)(CC3CCCCO3)CC2)c1C (stereo not drawn)	3	-3	14	-15	-3	-2.0	-4	24	-3
O=C1[C@H]2[C@@H](c3ccc(F)cc3)N3C(=O)N(c4ccccc4)C(=O)[C@@]3(Cc3ccccc3)[C@H]2C(=O)N1C1CCCCC1	8	-10	15	3	0	0.8	29	6	-1
COc1ccc(-c2ccccc2[C@H]2[C@@H]3C=CC[C@@H](C)[C@@H]3C(=O)N2Cc2ccccc2)cc1	50	21	20	x	0	2.5	69*	3	37
COc1ccccc1NC(=S)NCCSc1ccc(C)cc1	2	-2	-1	11	-2	7.4	-15	3	4
Nc1cc(S(=O)(=O)Nc2ccc(Cl)cc2)ccc1N1CCOCC1	3	0	-21	9	-1	0.0	7	40	-3
Cc1cc2nc(-c3ccc[nH]c3=O)[nH]c2cc1C	0	-6	-45	27	-8	-7.1	-4	-39	7
O=C(CN1CCN(C(=O)C2CC2)CC1)Nc1cc(C(F)(F)F)cc(C(F)(F)F)c1	6	2	16	-13	-1	2.4	-7	1	-4
CCc1ccccc1NC(=O)N[C@@H](C)C(=O)O	-14	-4	7	1	3	1.3	-12	2	2
CC(/C=N\N1CCN(Cc2ccc(C)cc2)CC1)=C\c1ccccc1	6	0	11	0	0	-3.1	10	-8	0
CC1CCN(C(=O)c2ccc(N3CCOCC3)c([N+](=O)[O-])c2)CC1	3	-4	23	12	3	0.8	20	4	2
CCN(CC)S(=O)(=O)c1ccc(N2CCCC2)c(NC(=O)Cc2cc(OC)c(OC)c(OC)c2)c1	1	-2	-11	3	-1	2.3	7	10	-6

Results in Mdm2-MdmX inh and CCR6 antagonist, for two of the compounds above:
Molecule	Mdm2-MdmX inh	CCR6 antagonist
COc1ccc(-c2cc(N3C(=O)Nc4ccccc4N3O)n[nH]2)cc1OC	-1	-3
COc1ccccc1NC(=O)CSc1nc2ccccc2cc1Cc1ccccc1	8	20

Single records, from the list above. Order of screens: CCR6 antagonist, CXCR6 block, 697 NFkB inh, Jurkat NFkB inh, XBP1 UPR activ, CHOP UPR activ, Mdm2-MdmX inh, Gli-Sufu antag, EBI2 antag
CCCn1ncc(CN2CCC(CO)(CC3CCCCO3)CC2)c1C (stereo not drawn) in the list: 3, -3, 14, -15, -3, -2.0, -4, 24, -3
CCc1ccccc1NC(=O)N[C@@H](C)C(=O)O in the list: -14, -4, 7, 1, 3, 1.3, -12, 2, 2

Next entries follow:
SMILES	CCR6 antagonist	CXCR6 block	697 NFkB inh	Jurkat NFkB inh	XBP1 UPR activ	CHOP UPR activ	Mdm2-MdmX inh	Gli-Sufu antag	EBI2 antag
CCOc1ccc(C(c2nnnn2C(C)(C)C)N2CCN(C(=O)c3ccco3)CC2)cc1 (stereo not drawn)	-6	3	-7	-4	0	-1.5	-5	-2	-10
CC1SCC(=O)N(CC(=O)NCc2ccccc2)C1=O (stereo not drawn)	2	11	-18	-4	0	-0.4	-10	-10	0
CN1C(C(=O)NCc2cccc(Br)c2)CC2Cn3c(nc4cc(Cl)c(Cl)cc43)C21 (stereo not drawn)	13	-3	7	16	-2	-1.8	19	8	0
Cc1cc(C)c(C#N)c(SCC(=O)C2CC2)n1	3	10	-7	-23	1	1.7	21	-3	6
O=C(Oc1ccc(-c2cnc3ccccc3n2)cc1)c1ccc(Cl)c([N+](=O)[O-])c1	6	3	-141	-114	9	5.1	-69	-41	20
O=C(/C=C/c1ccc([N+](=O)[O-])cc1)Oc1ccc(/C=N/NC(=O)c2ccncc2)cc1	-3	4	13	8	-1	-1.9	14	3	-1
CCN1CCN(C(=O)C2CCCN(c3ncnc4c3nc3n4CCCCC3)C2)CC1 (stereo not drawn)	-3	8	1	-10	-1	0.0	13	50	-6
O=C(CCS(=O)(=O)Cc1ccccc1F)NCc1ccccc1Cl	3	2	33	6	-1	-0.9	8	-16	-5
Cn1c(SCC(=O)NC(C)(C)C)nnc1-c1cccc(NC(=O)c2ccccc2F)c1	-11	-6	12	6	-1	0.0	4	6	-2
COc1cc(C)c(NC(=O)COc2cccc3c2OC(C)(C)C3)cc1OC	7	-17	5	-7	-4	0.7	-6	15	-10
CCOc1ccccc1C(=O)NCC(=O)OCC(=O)c1ccc2c(c1)OCCO2	-1	5	-31	-15	-1	-0.7	-11	3	-9
N#CC(C(=O)C12CC3CC(CC(C3)C1)C2)c1nc2ccccc2[nH]1 (stereo not drawn)	33	7	-39	-2	1	0.8	33	16	28
CC(=O)N1CCC(C(=O)NC2CC(C)(C)Cc3c2cnn3-c2ccc(F)cc2)CC1 (stereo not drawn)	7	-3	-15	-1	-1	2.1	-7	-7	-5
Cc1cc(NS(=O)(=O)c2ccc(NC(=O)CSc3nc4sc(C(=O)O)c(C)c4c(=O)[nH]3)cc2)no1	4	-2	13	16	-2	3.6	31	4	8
O=C(CC(=O)Nc1ccc(Cl)c(Cl)c1)N/N=C/c1ccc(O)cc1	1	1	-7	-1	-2	0.0	11	0	5
O=C(Nn1c(O)c(C=C2N=c3ccccc3=N2)sc1=S)c1cccc(Cl)c1	10	16	-10	-31	-3	-0.1	19	-13	0
CCN(CC)C1CC(=O)N(c2cccc(C)c2)C1=O (stereo not drawn)	x	x	-5	-6	-1	0.3	30	x	x

Screening results as filed in PubChem BioAssay.
